# Bioassay records from PubChem BioAssay.
# PABP1 MLLE inh = blocks PAM2 peptide binding to the PABP1 MLLE domain. GST-MLLE / FITC-PAM2 fluorescence polarization. 360,000 tested, 0.36% active. inhibition, % at 20 µM. P11940; in the data active = inhibition above about 35%, passing the limit was not always enough;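 note: plate controls were DMSO wells with GST-MLLE for no effect and wells lacking GST-MLLE protein for full effect; some results filed as inactive read as strong as hits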
# NadD block = inhibitors of Staphylococcus aureus NadD; purified NadD enzyme, colorimetric absorbance read-out; inhibition, % at 20 µM; 360,000 tested, 0.78% active; AID 602399; in the data active = inhibition above about 26%; note: some compounds past the cut are filed as inactive
# Rpn11 block = blocks the human proteasome subunit Rpn11; O00487; human 26S proteasome, Ub4-pepOG fluorescence polarization; 20S core pre-blocked with epoxomicin; calls only at 20 µM; 360,000 tested, 0.59% active; AID 588493;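 active = inhibition at 20 µM, scaled to each plate's controls, above about 33%, limit read from the data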
# Target sequence (O00487 whole entry, looked up): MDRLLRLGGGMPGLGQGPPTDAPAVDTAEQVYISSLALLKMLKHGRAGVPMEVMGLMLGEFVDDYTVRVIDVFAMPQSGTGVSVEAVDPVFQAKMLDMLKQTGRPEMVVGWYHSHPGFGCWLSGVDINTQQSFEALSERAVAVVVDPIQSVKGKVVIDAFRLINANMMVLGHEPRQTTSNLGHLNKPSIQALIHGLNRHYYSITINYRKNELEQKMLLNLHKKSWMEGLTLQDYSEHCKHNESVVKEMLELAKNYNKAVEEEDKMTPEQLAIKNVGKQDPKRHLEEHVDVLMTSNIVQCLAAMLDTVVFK
# Scp-1 inhibitor = blocks human Scp-1 phosphatase activity. Recombinant Scp1, phosphopeptide, malachite green phosphate absorbance. 340,000 tested, 0.88% active. Q9GZU7. inhibition, % at 20 µM;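 active = inhibition above about 50% at 20 µM, limit read from the data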;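 note: plate controls were DMSO wells with enzyme for no effect and wells lacking enzyme for full effect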
# Target sequence (Q9GZU7 76-261 limits assumed): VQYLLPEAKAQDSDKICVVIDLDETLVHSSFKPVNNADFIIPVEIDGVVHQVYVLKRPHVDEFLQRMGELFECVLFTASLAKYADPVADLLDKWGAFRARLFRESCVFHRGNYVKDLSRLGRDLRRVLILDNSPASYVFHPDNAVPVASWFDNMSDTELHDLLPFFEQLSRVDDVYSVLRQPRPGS
#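 Assay system: SCP-1 catalytic fragment, aa 76-261 | Buffer or medium: Tris acetate buffer pH 5.5 with MgCl2 and Tween-20 | Compound: One concentration, 20 µM, with 1.0% DMSO | Also added: Phospho 17-mer peptide substrate | Signal: Absorbance at 630 nm | Incubation: 45 min enzyme reaction at room temperature | Measure: % inhibition of SCP-1 phosphate liberation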
# SUMO1-SIM PPI = alters human SUMO1 binding to SIM partners. P63165. SUMO1 binding to a labelled peptide, TR-FRET, 1 h. inhibition, % at 20 µM. 360,000 tested, 0.33% active; in the data active = inhibition above about 37%
# LMPTP inh = LMPTP (human) inhibition; P24666; recombinant LMPTP-A, OMFP fluorogenic substrate, fluorescence intensity; inhibition, % at 20 µM; 360,000 tested, 0.22% active; AID 651560;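 active = compounds that cut the enzyme signal by at least half of the control window in the single-dose screen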;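 note: plate controls were DMSO wells with enzyme plus substrate for no effect and substrate without enzyme for full effect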
# Target sequence (P24666 whole entry, looked up): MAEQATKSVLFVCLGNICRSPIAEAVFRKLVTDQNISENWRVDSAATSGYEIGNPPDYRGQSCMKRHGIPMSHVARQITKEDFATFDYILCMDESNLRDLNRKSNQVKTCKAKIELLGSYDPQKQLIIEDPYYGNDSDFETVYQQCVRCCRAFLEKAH
#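 Assay system: LMPTP-A enzyme. Input: 0.625 nM LMPTP-A final. Probe or stimulus: 400 µM OMFP. Compound dosing: single 20 µM dose. Schedule: 50 min dark incubation at room temperature. Detection: fluorescence intensity of OMFP turnover product. Read-out: percent inhibition versus substrate-only and uninhibited controls. Benchmarks: no-enzyme low control, uninhibited high control.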
# Tb MetRS inh = Trypanosoma brucei MetRS inhibition; purified T. brucei MetRS, ATP depletion, Kinase-Glo luminescence; inhibition, % at 11.9 µM; 360,000 tested, 0.4% active;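 active = inhibition above a per-plate cutoff of the control wells' mean inhibition plus 3 SD, cut at about 5.5% in these data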;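 note: 0% = DMSO wells median and 100% = median of wells with control inhibitor compound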
#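 Measured by: Kinase-Glo luciferase luminescence reporting remaining unconsumed ATP. Material: purified T. brucei MetRS enzyme. Doses: 11.9 µM compound single dose, 0.9% DMSO. Medium: HEPES buffer containing pyrophosphatase, BSA, spermine, DTT. Times: 15 min preincubation, 2 h reaction, all 25 °C. Reagent: methionine, ATP and bulk E. coli tRNA.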
# DNMT1 inh = blocks human DNA methyltransferase DNMT1; DNMT1 molecular beacon, Hinp1I cleavage, fluorescence; P26358; inhibition (reported as % activation of signal), % at 10 µM; 360,000 tested, 0.83% active; in the data active = inhibition above about 50%
# STEP block = inhibitors of human striatal-enriched phosphatase STEP; P54829; recombinant STEP, OMFP fluorogenic substrate, fluorescence; inhibition, % at 20 µM; 360,000 tested, 0.25% active; AID 588621;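 active = inhibition at 20 µM, scaled per plate between control wells, above about 37%, limit read from the data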;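 note: 0% = DMSO with enzyme and substrate and 100% = substrate only without enzyme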
#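 System: isolated STEP enzyme; schedule: 20 min enzyme reaction at room temperature, protected from light; medium: Bis-Tris buffer pH 6.0, 2.5 mM DTT, 0.005% Tween 20; signal: fluorescence, 480/540 nm; dosing: single compound dose of 20 µM, 1% DMSO final; also added: OMFP substrate, 25 µM final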
# CSN deneddyl inh = inhibitors of human CSN-mediated cullin deneddylation; Purified CSN, SCF-Nedd8-OG deneddylation, fluorescence polarization; inhibition, % at 12.5 µM; 360,000 tested, 0.38% active;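 active = pattern-corrected inhibition above about 35%, with an unprinted fluorescence ratio check between 0.5 and 1.5, limit read from the data, passing the limit was not always enough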;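 note: 0% = enzyme with substrate and 100% = substrate without enzyme; some results filed as inactive read as strong as hits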
# Target sequence (Q92905 whole entry, looked up, one chain of several): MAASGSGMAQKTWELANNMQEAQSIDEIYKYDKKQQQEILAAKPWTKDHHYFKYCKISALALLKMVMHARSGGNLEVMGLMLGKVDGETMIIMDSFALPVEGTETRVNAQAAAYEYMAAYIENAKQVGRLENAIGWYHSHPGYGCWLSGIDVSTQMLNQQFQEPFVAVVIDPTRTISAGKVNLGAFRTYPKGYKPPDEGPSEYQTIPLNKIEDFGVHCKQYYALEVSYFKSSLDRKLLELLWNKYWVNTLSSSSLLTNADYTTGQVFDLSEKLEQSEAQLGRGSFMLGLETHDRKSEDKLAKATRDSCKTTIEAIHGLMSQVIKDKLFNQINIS
#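 Test system: purified human Csn5 enzyme expressed in HEK293T cells. Amount: 0.24 nM enzyme. Reagent: SCFSkp2-Nedd8OG substrate at 10 nM final. Schedule: 90 min incubation of compound, enzyme and substrate at room temperature. Detection: fluorescence polarization. Read-out: % inhibition of substrate cleavage by Csn5.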
# * hit, by the source's call; i = inactive; nt = no result given. Not a hit list; any-hit rate near 3.6%.
1	Cc1ccc(C2=CC(c3ccc(C)cc3)n3ncnc3N2)cc1 (stereo not drawn)
2	CCc1cc2c3c(c(=O)oc2cc1OC)CCCC3
3	Cc1ccc(F)cc1NC(=O)CSc1nc(Nc2ccccc2)nc(N2CCOCC2)n1
4	C/C(=N\NC(=O)c1ccc(O)cc1)c1ccc(N2CCOCC2)cc1
5	NC(=O)C1CCN(C(=O)CN2CCN(c3cccc(C(F)(F)F)c3)CC2)CC1
6	O=C(NCCCN1CCCC1=O)c1cc(S(=O)(=O)N2CCOCC2)c(Cl)cc1Cl
7	CC(=O)Nc1ccc2c(c1)nc(CCN1CCN(c3ccccn3)CC1)n2C
8	COc1ccc2nc(NC(=O)Nc3ccccc3OC)sc2c1
9	CC(NCCCSc1ccccc1)C(O)c1ccc(O)cc1 (stereo not drawn)
10	CC(C)CN(C(=O)c1cccc([N+](=O)[O-])c1)c1c(N)n(CC(C)C)c(=O)[nH]c1=O

screen / no.	1	2	3	4	5	6	7	8	9	10
PABP1 MLLE inh	23	8	16	2	-2	9	-6	-8	-5	9
NadD block	1	-1	-4	2	-4	1	0	-10	-10	3
Rpn11 block	i	i	i	i	i	i	i	i	i	i
Scp-1 inhibitor	-11	-3	-5	-3	-5	-3	-2	-3	nt	-5
SUMO1-SIM PPI	-9	-1	4	-6	0	7	9	1	-2	-11
LMPTP inh	-0.8	2.2	1.8	-0.3	-0.2	-1.4	-0.6	0.9	-2.0	-1.2
Tb MetRS inh	-0.2	-0.4	-0.4	-0.7	-0.6	-0.4	-0.7	-0.3	-0.1	0.2
DNMT1 inh	2	-2	-4	-2	0	0	1	-7	4	2
STEP block	3	0	0	-1	-1	0	-1	-5	1	2
CSN deneddyl inh	-2	0	-5	-3	6	-2	0	4	-1	6

11	Cc1cc(C)c2oc(C(=O)N(Cc3ccc(F)cc3)C3CCS(=O)(=O)C3)cc(=O)c2c1 (stereo not drawn)
12	CCCc1nn(C)c(C(=O)Nc2ccc(C(C)(C)C)cc2)c1Cl
13	CCCCCCN1CCN(C2CN(Cc3ccc([N+](=O)[O-])cc3)S(=O)(=O)C2)CC1 (stereo not drawn)
14	CN1CCN(C(=S)C(=O)Nc2ccc(Br)cc2)CC1
15	COc1ccc(C(=O)Cn2cnc3ccccc3c2=O)cc1
16	Cc1c(C(N)=O)sc2ncn(CC(=O)OC(C)C)c(=O)c12
17	Cc1noc(C)c1-c1ccc(C(=O)Nc2cccc(C(F)(F)F)c2)c2occc12
18	O=C(NCc1ccco1)c1cc(-c2cccnc2)nc2ccccc12
19	CCCCOC(=O)Nc1nc2ccc(OC)cc2s1
20	OC(c1cc(Cl)cc(Cl)c1)c1ncc(-c2ccccc2C(F)(F)F)[nH]1 (stereo not drawn)

screen / no.	11	12	13	14	15	16	17	18	19	20
PABP1 MLLE inh	16	-9	1	3	-5	6	4	-3	8	2
NadD block	0	1	-5	0	4	8	0	7	4	0
Rpn11 block	i	i	i	i	i	i	i	i	i	i
Scp-1 inhibitor	-7	-4	nt	-4	-2	-5	nt	-6	-2	nt
SUMO1-SIM PPI	-6	1	-23	0	-2	2	3	-12	-2	2
LMPTP inh	0.9	3.4	-1.7	1.2	-0.7	-1.1	5.0	-0.5	-0.4	1.9
Tb MetRS inh	-0.4	-0.1	-0.2	-1.2	0.2	-0.2	0.1	-0.7	-0.6	58*
DNMT1 inh	2	9	-3	0	-1	78*	-12	1	0	-2
STEP block	0	-5	-1	94*	-1	-4	3	-3	-3	-5
CSN deneddyl inh	1	-2	1	-3	5	4	-3	-3	-1	1

21	COc1ccc(N(CC(=O)NCc2ccc(C)cc2)S(=O)(=O)c2c(C)[nH]c(=O)[nH]c2=O)cc1
22	COc1ccccc1/C=C/C=N/N1CCN(c2ccccn2)CC1
23	COc1cccc(C(=O)NC2CC3CCC(C2)N3Cc2ccccc2)c1 (stereo not drawn)
24	COc1cc(CN2CCN(Cc3ccc(C)cc3)C(CCO)C2)ccc1O (stereo not drawn)
25	Cc1ccc(C(=O)O/N=C/c2c(C(F)(F)F)nn(C)c2Sc2ccc(Cl)cc2)cc1
26	CC(C)(C)OC(=O)N/N=C\c1ccc([N+](=O)[O-])s1
27	O=C(NCc1ccccn1)c1nc(-c2cccs2)no1
28	COc1cc(OC)c([N+](=O)[O-])cc1/C=N/NC(=O)c1ccncc1
29	CCCCCc1nnc(NC(=O)C(=O)OCC)s1
30	Cc1nc2ccccn2c1C(=O)c1ccccc1

screen / no.	21	22	23	24	25	26	27	28	29	30
PABP1 MLLE inh	3	7	-1	11	6	6	-22	22	6	2
NadD block	8	-2	-9	1	3	-2	0	1	-2	10
Rpn11 block	i	i	i	i	i	i	i	i	i	i
Scp-1 inhibitor	-7	-19	-8	-6	-12	-4	-1	3	-1	3
SUMO1-SIM PPI	2	-7	1	-1	1	-24	-2	-7	-2	0
LMPTP inh	-1.1	-5.9	1.4	0.1	-0.2	0.6	-0.1	0.6	-1.6	-0.1
Tb MetRS inh	0.5	-0.9	-2.0	-0.5	-0.3	-0.5	-0.7	-0.4	0.0	0.1
DNMT1 inh	4	-4	0	-6	-3	-2	-1	-9	3	2
STEP block	-3	-2	-5	1	3	2	2	2	5	2
CSN deneddyl inh	4	6	3	2	-5	9	3	-4	1	1

31	COc1ccc(NS(=O)(=O)Cc2ccccc2)cc1OC
32	NC(=O)c1ncn([C@@H]2O[C@H](CNC(=O)[C@@H](N)Cc3cccnc3)[C@@H](O)[C@H]2O)n1
33	C/C(=C\c1ccccc1)CN1CCN(Cc2ccc(C)o2)C(CCO)C1 (stereo not drawn)
34	Cc1cc(=O)oc(C)c1C(=O)N1CCCCC1
35	NC(=O)c1ccsc1NC(=O)COC(=O)C1CC2CCCC(C1)C2=O (stereo not drawn)
36	COc1ccc(C(C(=O)NCc2ccc(F)cc2)N(C(=O)c2csnn2)C2CC2)cc1 (stereo not drawn)
37	Cc1c(C(=O)N2CCN(c3ccccn3)CC2)oc2ccccc12
38	CN(C)C(=O)c1cccc(-c2cnc3c(NC=O)cc(-c4cccc(C(F)(F)F)c4)cn23)c1
39	COC(=O)CSc1ccc2nnc(-c3ccc(F)cc3)n2n1
40	COc1ccc(CCN(C)C(=O)/C=C/c2c(Cl)nc3ccccn23)cc1OC

screen / no.	31	32	33	34	35	36	37	38	39	40
PABP1 MLLE inh	0	-16	4	0	-7	6	-3	-28	3	-29
NadD block	-6	-1	-3	2	-1	-5	-6	-7	-4	0
Rpn11 block	i	i	i	i	i	i	i	i	i	i
Scp-1 inhibitor	-7	0	-5	-5	8	-3	-4	nt	0	-4
SUMO1-SIM PPI	-3	0	2	3	5	1	-6	3	-5	-4
LMPTP inh	-0.4	-1.3	-1.0	-1.2	3.8	-1.4	1.0	1.3	0.1	0.0
Tb MetRS inh	1.4	-0.4	-0.7	0.7	0.0	-0.2	-0.4	-0.2	-0.5	0.9
DNMT1 inh	-3	2	1	1	-5	2	0	-6	3	0
STEP block	2	1	-3	0	-2	1	2	3	-2	2
CSN deneddyl inh	2	-2	-2	-3	2	1	-5	8	0	-10

41	CCC(CCCO)CCC[C@H](C)CCC1OCCO1 (stereo partly drawn)
42	COc1ccc(CCNC(=O)c2nn(C)c3c2CS(=O)(=O)c2ccccc2-3)cc1OC
43	Cc1cccn2c(=O)nc(SCC(=O)NCc3ccccc3Cl)nc12
44	COC(=O)Cc1c(C)c2ccc(OC3CCCCC3=O)cc2oc1=O (stereo not drawn)
45	COc1ccc(/C=N/NC(=O)C2COc3ccccc3O2)cc1OC (stereo not drawn)
46	CCOC(=O)c1ccc(-c2n[nH]c(=O)c3ccccc23)cc1
47	O=C(COC(=O)c1cccc2ccccc12)NCCCc1ccccc1
48	COc1ccc(C(F)(F)F)cc1NC(=O)c1nc2nc(C)cc(C(F)F)n2n1
49	C=CC[C@@H](CC(=O)OC(C)(C)C)C(=O)OC[C@H]1CCCN1C(=O)[C@@H](CC=C)CC(=O)NCCO
50	CCN(Cc1nc2ccccc2c(=O)[nH]1)C(=O)c1ccc(C)c(NC(=O)c2ccco2)c1
51	CCOC(=O)c1cccc(N2CC3CNC(=O)C2(C(=O)OC)N3C)c1 (stereo not drawn)
52	COc1ccc(C2N(S(=O)(=O)c3ccc(C)cc3)CCN2S(=O)(=O)c2ccc(C)cc2)cc1

screen / no.	41	42	43	44	45	46	47	48	49	50	51	52
PABP1 MLLE inh	3	20	-3	-7	10	-9	-7	-28	1	6	4	-1
NadD block	-15	-4	-1	-1	7	-4	-9	-6	-5	4	-2	-2
Rpn11 block	i	i	i	i	i	i	i	i	i	i	i	i
Scp-1 inhibitor	-2	-11	1	-10	6	-5	-12	-7	-8	-1	-6	-13
SUMO1-SIM PPI	-4	0	22	-4	-3	-2	-4	-1	-3	3	-1	0
LMPTP inh	-1.4	0.1	-1.1	0.0	1.5	-0.8	2.1	-0.2	-1.1	-1.1	-0.8	1.9
Tb MetRS inh	0.5	-0.1	-0.5	-0.2	-0.1	0.2	-0.4	-1.3	0.2	-0.4	-0.4	-0.8
DNMT1 inh	59*	-2	0	0	3	1	-3	-2	2	3	5	-9
STEP block	-1	-3	-1	-2	0	0	-2	-1	-1	1	0	0
CSN deneddyl inh	-5	-4	-4	3	0	-2	-2	1	-4	-1	-9	2

# Arranged by the number under NadD block (high to low): some entries from above.
nr	compound	PABP1 MLLE inh	NadD block	Rpn11 block	Scp-1 inhibitor	SUMO1-SIM PPI	LMPTP inh	Tb MetRS inh	DNMT1 inh	STEP block	CSN deneddyl inh
45	COc1ccc(/C=N/NC(=O)C2COc3ccccc3O2)cc1OC (stereo not drawn)	10	7	i	6	-3	1.5	-0.1	3	0	0
46	CCOC(=O)c1ccc(-c2n[nH]c(=O)c3ccccc23)cc1	-9	-4	i	-5	-2	-0.8	0.2	1	0	-2
41	CCC(CCCO)CCC[C@H](C)CCC1OCCO1 (stereo partly drawn)	3	-15	i	-2	-4	-1.4	0.5	59*	-1	-5
